UHRF1 binding – UHRF1 methyl-DNA binding inhibition; Q96T88; UHRF1 binding to methylated oligo, TR-FRET; inhibition, % at 4.4 µM; actives 0.75% (n = 370,000); in the data active means inhibition above about 21%;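 further: UHRF1 SRA domain binding a hemimethylated CpG hairpin DNA probe; 0% = median of test compound wells and 100% = reference inhibitor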
PRMT1 FP inh – inhibitors of human PRMT1; Q99873; recombinant PRMT1, activity-based probe fluorescence polarization; inhibition, % at 2.79 µM; actives 1.3% (n = 370,000); AID 652257;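 active means inhibition above about 21% made by adding two undisclosed values, limit read from the data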
Target sequence (Q99873 whole entry, looked up): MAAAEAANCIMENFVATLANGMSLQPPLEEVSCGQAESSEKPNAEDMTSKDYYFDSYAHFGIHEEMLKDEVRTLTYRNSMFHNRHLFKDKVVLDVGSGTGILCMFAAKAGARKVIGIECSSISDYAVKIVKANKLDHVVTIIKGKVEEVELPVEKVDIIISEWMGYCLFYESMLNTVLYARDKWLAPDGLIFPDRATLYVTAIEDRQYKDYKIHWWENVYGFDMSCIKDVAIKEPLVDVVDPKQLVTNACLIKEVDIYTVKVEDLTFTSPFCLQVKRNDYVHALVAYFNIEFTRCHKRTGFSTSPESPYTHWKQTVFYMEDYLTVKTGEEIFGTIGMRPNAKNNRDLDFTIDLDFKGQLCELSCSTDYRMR
SIAE primary – inhibitors of human sialic acid acetylesterase SIAE; actives 0.69% (n = 370,000); SIAE FP-Rh probe binding, fluorescence polarization; inhibition, % at 9.66 µM; Q9HAT2;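 active means inhibition above a cutoff: mean of compounds within the control limits plus 3 SD of those, cut at about 17% in these data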;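 further: 0% = plate median of compound wells and 100% = probe without SIAE protein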
DDE Tn7 FP inh – inhibitors of Tn7 peptide binding to human fibrin DD(E); P02675; FP displacement of FITC-Tn7 peptide from fibrin DD(E); 0% = median of compound wells per plate; inhibition, % at 8.3 µM; actives 0.13% (n = 370,000); AID 720508;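 active means inhibition above the mean of compounds falling within the control limits plus 3 SD of them, cut at about 14% in these data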;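 further: 0% = plate median of compound wells and 100% = 10 µM Aha-Tn7 peptide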
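Assay system: human fibrin DD(E) protein / Input: 2 µM fibrin DD(E) / Benchmarks: high control of 10 µM Aha-Tn7 peptide / Measured by: fluorescence polarization of the labelled Tn7 tracer / Medium: Tris buffer with calcium and detergent, pH 7.8 / Timing: 10 min compound pre-incubation, 3 h probe incubation at room temperature / Repeats: one replicate per compound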
TCR CD3 inh – inhibitors of human TCR-CD3 interaction; AID 651800; TAMRA-labeled TCR probe fluorescence, biochemical; actives 0.37% (n = 360,000); inhibition, % at 9.4 µM; in the data active means inhibition above about 19%;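 further: recombinant mutant TCR 2C K166C tagged with TAMRA read by polarization; 0% = receptor in buffer alone and 100% = receptor with positive control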
Tn6 DDE FP – inhibitors of Tn6 peptide binding to human fibrin DD(E); P02675; Fibrin DD(E) TRITC-Tn6 fluorescence polarization displacement; inhibition, % at 8.3 µM; actives 0.21% (n = 370,000);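 active means inhibition above a per-campaign cutoff: mean of compounds within control limits plus 3 SD, cut at about 15% in these data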;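 further: 0% = median of all compound wells on the plate and 100% = blocking peptide control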
KLK7 zymogen act – activates the human kallikrein-7 zymogen; P49862; purified proKLK7, EDANS-DABCYL substrate fluorescence; 100% is mature enzyme control, 0% vehicle; activation, % at 7 µM; actives 0.9% (n = 370,000); AID 652039;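 active means activation above the mean of all tested compounds plus 3 SD, computed per campaign excluding outliers beyond control limits, cut at about 13% in these data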
Target sequence (P49862 whole entry, looked up): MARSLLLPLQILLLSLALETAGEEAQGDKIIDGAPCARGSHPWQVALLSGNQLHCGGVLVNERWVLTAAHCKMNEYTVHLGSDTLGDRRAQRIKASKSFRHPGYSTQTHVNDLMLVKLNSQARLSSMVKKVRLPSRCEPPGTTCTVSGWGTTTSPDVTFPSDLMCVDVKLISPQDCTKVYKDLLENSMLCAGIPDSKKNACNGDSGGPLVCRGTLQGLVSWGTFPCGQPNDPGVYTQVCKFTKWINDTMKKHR
LEDGF integ inh – blocks HIV-1 LEDGF/p75-dependent DNA integration; TR-FRET IN-LEDGF/p75 DNA integration, Eu/Cy5; inhibition, % at 3.7 µM; actives 0.64% (n = 370,000); AID 743269;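 active means inhibition above the screen-wide mean plus 3 SD, cut at about 13% in these data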;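 further: signal is the Cy5 over europium emission ratio at 671 and 618 nm; 0% = plate median of compound wells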
TDP2 absorb – TDP2 (human) inhibition, absorbance primary screen; inhibition, % at 12.8 µM; O95551; actives 0.34% (n = 370,000); recombinant TDP2, T5PNP hydrolysis, p-nitrophenol absorbance 415 nm; AID 720702;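 active means inhibition above the mean of all tested compounds plus 3 SD, set per campaign, cut at about 25% in these data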;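 further: 0% = DMSO with enzyme and 100% = buffer with substrate but no TDP2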
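Assay system: Recombinant human TDP2 | Quantity: 120 nM TDP2 per well | Incubation: 2 h at 37 °C | Signal: Epi absorbance | Evaluation: Percent inhibition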
MBD2 DNA inh – MBD2-methylated oligo binding inhibition; TR-FRET, MBD2 binding to methylated oligonucleotide; inhibition, % at 4.4 µM; actives 0.31% (n = 370,000); in the data active means inhibition above about 13%
Target sequence (Q9UBB5 whole entry, looked up): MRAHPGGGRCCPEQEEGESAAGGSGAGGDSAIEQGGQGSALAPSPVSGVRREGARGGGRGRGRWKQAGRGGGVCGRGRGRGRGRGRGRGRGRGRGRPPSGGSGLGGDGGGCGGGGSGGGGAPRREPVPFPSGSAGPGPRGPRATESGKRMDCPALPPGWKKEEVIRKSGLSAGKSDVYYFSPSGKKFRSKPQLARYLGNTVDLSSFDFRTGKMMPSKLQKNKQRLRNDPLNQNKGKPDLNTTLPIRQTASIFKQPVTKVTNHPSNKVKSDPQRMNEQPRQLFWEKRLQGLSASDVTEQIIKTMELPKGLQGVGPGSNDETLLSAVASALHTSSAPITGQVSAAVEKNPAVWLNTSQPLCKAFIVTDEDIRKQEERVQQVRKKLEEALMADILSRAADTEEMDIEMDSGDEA
* = called active by the depositor; . = not tested or not shown. An unsorted share of the library, and some 4.6% of all compounds hit somewhere here.

Under each structure – KLK7 zymogen act, TCR CD3 inh, SIAE primary, PRMT1 FP inh, UHRF1 binding, DDE Tn7 FP inh, LEDGF integ inh, MBD2 DNA inh, TDP2 absorb, Tn6 DDE FP
> COc1cc(-c2n[nH]c(=S)n2-c2ccc(Br)cc2)cc(OC)c1OC
    0.3, 3.5, 5.2, 2.7, -1.8, 0.5, -1.7, 1.6, 6.3, -6.2
> Cc1cccc(Nc2nnc(SCC(=O)NC3CCCc4ccccc43)s2)c1 (stereo unspecified)
    0.4, 3.8, 0.4, -0.4, -2.1, 6.5, 0.2, 1.1, 5.5, 1.3
> Cc1ccc(-c2cc(C(=O)NC3=NCCS3)c3ccccc3n2)cc1C
    -7.1, -7.4, -15.1, 10.3, 0.8, -0.5, 5.8, -3.6, 3.1, -0.8
> Cc1ccccc1CN1CCN(CCCc2ccccc2)C(CCO)C1 (stereo unspecified)
    0.2, -1.0, 2.4, -4.7, 2.6, 1.4, 4.9, -3.2, -5.5, -5.2
> CN(Cc1ccccc1F)c1ccc(S(=O)(=O)N2CCCC2)cn1
    -0.3, -1.1, 8.4, 0.0, -0.2, 0.7, 0.5, 2.0, -0.1, 1.1
> Cc1ccc(C(=O)COC(=O)CNC(=O)c2ccc(Br)o2)cc1[N+](=O)[O-]
    0.0, 9.1, -0.4, -2.5, -1.2, -0.5, 0.2, -2.5, -13.2, -2.4
> O=C(N[C@@H]1CC[C@@H](CCn2cc(-c3ccccc3)nn2)O[C@@H]1CO)c1cnccn1
    0.0, -3.4, 2.6, 0.6, -1.3, -4.3, -2.2, -1.5, -10.4, -0.2
> Cc1c(C(=O)Nc2ccncc2)sc2nc(-c3ccc(F)cc3)cn12
    -11.7, -4.0, -9.9, 8.4, -20.9, 3.6, 6.4, -10.7, -5.3, 0.1
> Cc1cc(C(=O)NNC(=O)COc2ccccc2Cl)n[nH]1
    -0.9, 15.4, 1.7, -0.5, 2.8, 3.1, -2.1, 5.1, -2.1, -3.9
> COc1ccc(NC(=O)COC(=O)c2ccc(S(=O)(=O)N(C)c3ccccc3OC)cc2)cc1OC
    0.1, -1.7, -10.3, 2.2, 0.4, 2.6, -1.0, -1.0, -9.1, 0.4
> Cc1ccc2[nH]c(=O)c3cc(C(=O)N4CCN(C(=O)c5ccco5)CC4)sc3c2c1
    -3.9, 8.6, 0.1, -3.4, -5.2, -9.8, 4.1, -2.5, 1.7, 4.3
> O=C(CCCCCn1c(=S)[nH]c2ccc(N3CCOCC3)cc2c1=O)NCc1ccc(Cl)cc1
    -4.3, -6.1, 3.8, 1.4, -2.1, -1.0, -2.6, 1.3, 14.1, 1.8
> Cc1n[nH]c(C)c1N=Nc1ccc(Br)cc1
    0.9, 7.2, -4.2, -8.4, -2.7, 3.0, 3.1, 5.6, 0.6, -1.5
> Cc1ccc(Cn2ncc3c(N4CCN(c5ccccc5C)CC4)ncnc32)cc1
    -0.2, 1.3, 8.7, -2.5, 0.2, 4.5, -1.4, -0.3, -1.1, 2.9
> Cc1cccc(C(C)C)c1NC(=O)COC(=O)CCN1C(=O)C2CC=CCC2C1=O (stereo unspecified)
    -0.4, 4.5, 6.8, -1.8, 0.1, -2.4, -2.7, -1.8, 8.7, 4.3
> c1cncc(C(c2nnnn2C2CCCC2)N2CCCC2)c1 (stereo unspecified)
    -0.3, 2.9, 0.3, 2.7, -0.5, 2.7, 1.7, -2.5, -9.3, 10.3
> CC(C)Cc1nc(N2CCOCC2)c(C#N)c2c1CCC2
    -0.6, 1.7, 5.8, -1.6, -5.2, -1.8, -0.6, -4.5, 10.6, -2.9
> O=C1CC(N2CCCC2)=NC(=O)N1c1ccc(Br)cc1
    0.0, ., -3.1, 1.8, 1.0, -5.8, -4.1, -0.3, -12.7, 6.2
> CCOC(=O)c1c(CN2CCOCC2)n(-c2ccccc2)c2cc(Br)c(O)cc12
    -0.1, 2.1, -0.7, 0.1, -1.4, 2.0, 1.4, -6.9, 8.5, -1.6
> O=C(Nc1ccn(CCCNCCN2CCOCC2)c(=O)n1)OCc1ccccc1
    0.1, -2.2, -4.0, 2.9, -0.2, -5.9, 2.2, 2.5, 0.1, -0.6
> CCOc1ccc(C(=O)NCCNC(=O)c2ccc(OCC)cc2)cc1
    -0.1, -3.4, 0.0, -3.0, 0.2, 9.3, -2.1, -5.3, 6.9, -7.6
> Fc1ccc(CCNC(=S)Nc2ccc(F)cc2)cc1
    -0.6, -10.0, 2.1, 1.4, 5.6, 6.0, 0.0, 4.7, -2.6, 2.1
> COc1ccc(Cc2nnc(SCC(=O)c3ccc(OC)cc3)o2)cc1
    -0.2, -0.2, 0.3, -0.5, 2.1, -0.1, 0.9, 5.5, 4.8, 0.5
> Cc1ccccc1-c1noc(CCC(=O)NCc2ccco2)n1
    0.3, 4.7, -3.5, 1.4, -1.2, 2.3, 0.2, 4.1, 9.6, 7.2
> NS(=O)(=O)c1ccc(Nc2nc3ccccc3nc2NS(=O)(=O)c2cccc([N+](=O)[O-])c2)cc1
    0.1, -2.4, -18.1, 5.0, -1.4, -6.8, -4.3, 2.0, 11.0, -3.6
> CCn1nnnc1NC(=O)c1ccc2ccccc2c1
    -0.9, -2.8, 7.5, 3.4, 0.7, 0.9, -3.3, 0.3, -4.5, 8.9
> CS(=O)(=O)Nc1ccccc1C(=O)OCC(=O)NC1CC1
    6.1, 1.1, 0.2, 1.6, 2.4, 11.5, 2.4, -6.5, 6.5, 8.1
> COCCCNc1ccn2nc(-c3ccc(Cl)cc3)cc2n1
    0.8, -3.5, -1.4, 4.0, 2.5, -1.8, -0.9, 1.0, -1.3, 8.8
> COc1cc(SC)ccc1C(=O)N1CCN(S(=O)(=O)/C=C/c2ccccc2)CC1
    0.1, -1.3, 10.2, -0.9, 0.1, 1.6, -3.4, 0.7, -4.3, -2.5
> COc1ccccc1-c1ccc(NC2CCCC2)nn1
    -0.1, 0.7, 2.1, 0.9, -1.1, 4.6, 0.2, 0.6, 3.2, 2.8
> Nn1c(SCC(=O)N2CCCC2=O)nnc1-c1cccs1
    -0.6, -9.6, 4.3, 2.0, 0.4, 0.0, 0.5, 6.7, -0.9, 2.6
> COc1ccc(/C=C/C(=O)Nc2ccccc2F)cc1S(=O)(=O)N1CCOCC1
    0.1, -6.3, -4.4, 3.7, 0.7, 8.0, 1.4, 3.1, 4.9, 2.4
> COc1cc(/C=N/n2cnnc2-n2nc(C)cc2C)cc([N+](=O)[O-])c1O
    0.6, -8.9, -4.4, 5.4, -0.8, 3.4, 1.9, -0.7, -5.9, -2.8
> Cc1ccc(C2=N/C(=C\c3coc4ccccc4c3=O)C(=O)O2)cc1
    -0.4, 2.7, 4.3, 37.5*, 3.6, 0.0, 40.0*, -2.2, 3.1, -4.2
> Cc1cc(C(F)(F)F)nc(SCC(=O)Nc2nccs2)n1
    -0.5, -3.4, 0.0, 1.5, -0.5, 2.7, 1.1, 2.1, 0.4, 1.1
> CN(C)c1ccc(-c2noc(C3CCN(S(=O)(=O)c4cccc(C(=O)O)c4)CC3)n2)cc1
    -0.6, 5.5, 4.7, -0.5, 1.3, -2.1, -3.3, -2.4, -3.2, 5.5
> CCOCCn1c(SCc2cccc(C)c2)nc2c1c(=O)[nH]c(=O)n2C
    -0.1, 0.1, 6.1, 1.3, -1.1, -7.2, 1.2, 3.3, 9.2, 1.7
> COc1ccc(N2CCN(C(=O)c3cccc(F)c3)CC2)c([N+](=O)[O-])c1
    -0.1, -0.9, 3.6, 4.3, -2.3, -6.0, -3.8, 2.6, 8.0, -10.8
> O=C(CCN1CCOCC1)NC12CC3CC(CC(C3)C1)C2
    -0.6, -3.7, 0.1, -5.0, 2.7, 2.0, 2.8, -1.7, 0.2, -1.9
> CC(C)(C)c1cc(NC(=O)C2(C)CCN2C(=O)C2(c3ccccc3)CC2)no1 (stereo unspecified)
    -0.6, 3.6, 0.0, -4.8, -1.4, 9.4, 1.2, 0.5, 7.9, 5.3
> Cc1ccc(N(C(=O)c2ccccc2Cl)C2=NC(C)CS2)c(C)c1 (stereo unspecified)
    -0.6, -11.8, 4.8, 3.7, 7.1, 6.5, -0.2, -7.3, -3.2, 2.4
> CNC(=S)SCCOc1ccccc1
    0.0, 1.6, -6.9, 3.3, -0.8, 1.1, 0.4, 3.3, 8.1, 2.9
> O=C(Nc1nc2ccccc2[nH]1)c1ccc(F)cc1
    0.0, -1.9, -5.4, 5.3, 0.7, 3.4, 0.3, 1.8, 10.0, -9.0
> CCOC(=O)N/N=C/c1c(F)c(F)c(F)c(F)c1F
    0.6, -10.9, -2.2, -3.0, 2.0, -6.1, 0.0, 0.1, -12.0, 2.7
> C/C(=C/C(=O)N1CCN(C)CC1)C(=O)O
    -0.2, 4.3, -1.1, -2.9, -4.1, -0.6, 1.4, 4.9, 11.1, 5.2
> CC(C)(C)C(=O)Nc1cc(S(=O)(=O)Nc2ccc(Cl)cc2)ccc1Cl
    -0.2, 5.5, -7.3, 1.5, 3.4, -6.2, 2.1, 3.8, -0.8, 5.4
> CCC(C)Nc1nc(C)nc2c1nnn2Cc1ccccc1 (stereo unspecified)
    0.2, ., 4.0, -2.0, 0.8, -2.3, 3.0, 3.0, 1.4, 0.3
> CCOC(=O)C(C(C)=O)=C1SC2CS(=O)(=O)CC2S1 (stereo unspecified)
    0.7, 3.3, 5.9, -0.8, -0.2, -4.9, -0.1, 1.2, 7.6, 7.1
> CN1CCN(c2nc(Nc3ccc(O)cc3)nc3ccccc23)CC1
    0.7, -7.8, 3.3, 3.0, -1.7, 5.6, -1.2, -1.2, -3.1, -2.1
> CCOC(=O)c1c(C)[nH]c(C)c1C(=O)COc1ncnc2cc([N+](=O)[O-])ccc12
    0.2, 8.5, -2.4, -1.6, 0.5, -1.5, 1.9, -4.8, -2.8, -4.2
> O=[N+]([O-])c1ccc(O)c2ncccc12
    0.3, -2.8, 9.0, 8.2, -8.6, 5.0, 2.3, -8.8, -6.2, -10.1
> CCCC1CCC2(CC1)CCC2OC(=S)Nc1ccc(N(C)C)cc1 (stereo unspecified)
    ., ., -1.0, 0.7, -2.6, 2.1, -0.6, -6.8, 1.7, -2.3
> O=C(Nc1cccc(Cl)c1Cl)c1ccc(-c2ccccc2)cc1
    -0.1, -2.2, 13.2, -1.4, 3.3, 2.4, 2.0, -4.7, 2.0, 0.1
> COc1ccccc1NC(=S)OCCN1CCCC12CCC(c1ccccc1)CC2 (stereo unspecified)
    ., ., 0.5, 21.7*, 2.2, -6.8, 1.7, 7.5, -4.1, -5.3
> Cc1ccc(C)c(N2CCN(C(=O)c3ccc(NS(=O)(=O)c4c(C)noc4C)cc3)CC2)c1
    0.4, -4.1, -4.6, 2.8, 1.6, -1.0, -5.0, 0.3, -3.0, 5.8
> CCN(C(=O)COC(=O)/C=C/c1cnc2ccccc2n1)C1CCS(=O)(=O)C1 (stereo unspecified)
    0.2, 0.1, 28.0*, -10.8, -2.3, -1.3, 0.5, 0.9, -4.2, -2.6

Source: PubChem BioAssay (The Scripps Research Institute Molecular Screening Center)
